# Screening data (PubChem)
# SENP7 inh – blocks the human protease SENP7 | Q9BQF6 | recombinant SENP7, Z-RLRGG-aminoluciferin luminescence, 40 min | inhibition, % at 5 µM | hit rate 1.5% among 330,000 | AID 434973;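 active = inhibition above about 50% at the single test dose, limit read from the data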;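 also: plate controls were DMSO with enzyme for no effect and no enzyme buffer wells for full effect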
# SENP6 inh – blocks the human protease SENP6; Q9GZR1; Recombinant SENP6 catalytic domain, aminoluciferin luminescence; inhibition, % at 10 µM; hit rate 1.8% among 330,000; AID 2599;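 active = inhibition above about 50% at the single tested dose, limit read from the data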;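 also: plate controls were DMSO wells with enzyme for no effect and DMSO wells lacking enzyme for full effect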
# PfGluPho inh – PfG6PD (Plasmodium falciparum) enzyme inhibition; PfGluPho enzyme, NADPH resazurin-diaphorase fluorescence; inhibition, % at 20 µM; hit rate 0.78% among 350,000; AID 504690;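 active = inhibition reaching at least a set limit at 20 µM in the primary screen, cut at about 59% in these data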;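 also: 0% = DMSO wells with substrate and 100% = DMSO wells lacking glucose-6-phosphate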
# HKDC1 inhibitor – HKDC1 (human) hexokinase inhibition; AID 493160; recombinant HKDC1, G6PDH/diaphorase resazurin coupled fluorescence; hit rate 0.16% among 340,000; Q2TB90; inhibition, % at 20 µM;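 active = inhibition above about 35% when tested at 20 µM, limit read from the data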;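 also: plate controls were DMSO wells with enzyme for no effect and DMSO wells lacking enzyme for full effect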
# Target sequence (Q2TB90 whole entry, looked up): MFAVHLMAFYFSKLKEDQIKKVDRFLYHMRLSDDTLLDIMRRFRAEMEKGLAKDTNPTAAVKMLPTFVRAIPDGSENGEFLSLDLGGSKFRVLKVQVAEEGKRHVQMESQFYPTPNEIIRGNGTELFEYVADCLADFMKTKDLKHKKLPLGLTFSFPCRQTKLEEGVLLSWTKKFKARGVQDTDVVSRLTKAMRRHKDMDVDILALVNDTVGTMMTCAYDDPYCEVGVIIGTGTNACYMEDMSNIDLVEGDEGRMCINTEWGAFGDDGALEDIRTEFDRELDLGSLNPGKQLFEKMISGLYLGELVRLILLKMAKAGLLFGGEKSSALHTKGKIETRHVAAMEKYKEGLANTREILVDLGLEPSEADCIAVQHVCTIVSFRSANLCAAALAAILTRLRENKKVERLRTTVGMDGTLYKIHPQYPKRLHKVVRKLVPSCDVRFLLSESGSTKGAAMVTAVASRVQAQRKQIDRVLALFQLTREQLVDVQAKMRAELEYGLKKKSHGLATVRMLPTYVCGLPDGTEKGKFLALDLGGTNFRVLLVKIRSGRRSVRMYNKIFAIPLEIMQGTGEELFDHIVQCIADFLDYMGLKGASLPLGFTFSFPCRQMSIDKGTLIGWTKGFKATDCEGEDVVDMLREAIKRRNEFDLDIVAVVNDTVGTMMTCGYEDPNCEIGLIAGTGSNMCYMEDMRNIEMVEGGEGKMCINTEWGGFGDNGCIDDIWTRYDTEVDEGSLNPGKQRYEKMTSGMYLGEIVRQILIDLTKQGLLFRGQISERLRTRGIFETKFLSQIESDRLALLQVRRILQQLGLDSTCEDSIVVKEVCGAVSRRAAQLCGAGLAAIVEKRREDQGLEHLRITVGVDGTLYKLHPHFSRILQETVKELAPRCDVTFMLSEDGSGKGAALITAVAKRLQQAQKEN
#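 Assay system – recombinant HKDC1 (HK5) hexokinase enzyme, produced in-house · Input – HKDC1 at 5 µg/mL · Reagent – glucose plus 1 mM ATP as hexokinase substrates · Timing – 90 min reaction incubation at room temperature, dark · Measured by – G6PDH/diaphorase-coupled fluorescence, 1 mM NADP, 100 µM resazurin, 525/613 nm · Benchmarks – DMSO-enzyme wells negative, buffer-substituted wells positive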
# Apaf1 inhib – inhibitors of human Apaf-1 apoptosome. O14727. reconstituted apoptosome caspase-3 activity, DEVD-Rh110 fluorescence. inhibition, % at 20 µM. hit rate 0.71% among 330,000. AID 489030; active = inhibition of at least 40% at 20 µM;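 also: plate controls were DMSO wells for no effect and DEVD-CHO caspase inhibitor wells for full effect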
#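 System: reconstituted apoptosome with Apaf-1, cytochrome c, caspase-9, procaspase-3, dATP; Signal: Rh110 fluorescence intensity; Schedule: 30 min compound preincubation, 50 min activation, room temperature; Reagent: cytochrome c trigger plus (Z-DEVD)2-Rh110 caspase-3 substrate.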
# SENP8 block-1 – blocks human SENP8 cleavage of Nedd8 substrate; hit rate 0.64% among 360,000; recombinant SENP8, Nedd8 substrate fluorescence; AID 602440; inhibition, % at 20 µM; in the data active = inhibition mostly above about 40%, no sharp cut-off; inactive = mostly below about 27%
# Target sequence (Q96LD8 whole entry, looked up): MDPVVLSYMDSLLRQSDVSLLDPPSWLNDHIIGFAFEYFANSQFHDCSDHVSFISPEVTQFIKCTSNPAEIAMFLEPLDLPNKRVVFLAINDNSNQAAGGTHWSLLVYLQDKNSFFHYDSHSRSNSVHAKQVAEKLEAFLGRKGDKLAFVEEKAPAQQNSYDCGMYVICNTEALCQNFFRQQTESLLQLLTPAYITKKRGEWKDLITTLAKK
# NLRP3 yeast inh – blocks the NALP3 inflammasome reconstituted in yeast; inhibition, % at 10 µM; Yeast reconstituted NLRP3/ASC/caspase-1, beta-gal luminescence, 24 h; hit rate 0.39% among 330,000;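 active = inhibition of 50% or more; inactive = inhibition below 50%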;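 also: plate controls were induced DMSO wells for no effect and uninduced yeast grown without galactose for full effect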
# SENP8 block-2 – SENP8 protease inhibition; purified SENP8, Z-RLRGG-aminoluciferin cleavage, luminescence; inhibition, % at 10 µM; AID 2540; Q96LD8; hit rate 1.2% among 330,000; in the data active = inhibition above about 50%
# SENP1 FRET inh – inhibitors of human SENP1 SUMO protease catalytic domain; hit rate 0.21% among 360,000; Q9P0U3; recombinant SENP1 catalytic domain, CyPet-SUMO1-YPet FRET cleavage; inhibition, % at 10 µM;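 active = inhibition at least 30% at 10 µM, raw YFP signal under a set limit, fluorescence ratio 0.5 to 1.5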;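 also: 0% = enzyme with DMSO and 100% = no enzyme wells; some results filed as inactive read as strong as hits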
#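 system = hSENP1 catalytic domain, recombinant | reagent = SFCypet-SUMO1-SFYpet substrate at 25 nM | doses = one dose per compound, 10 µM, 0.5% DMSO | incubation = enzyme reaction for 50 min at room temperature, dark | measured by = FRET, CFP and YFP emission | controls = no-enzyme low, enzyme-DMSO high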
# * hit, by the source's call; nt = not tested or not shown.
# Below each SMILES: SENP7 inh	SENP6 inh	PfGluPho inh	HKDC1 inhibitor	Apaf1 inhib	SENP8 block-1	NLRP3 yeast inh	SENP8 block-2	SENP1 FRET inh
CCCc1[nH]nc2c1C1(C(=O)N(CC)c3ccccc31)C(C#N)=C(N)O2 (stereo not given)
    -10	-6	2	-5	5	11	2	-4	1
O=C(COc1ccccc1)N/N=C/c1sc(=O)n(Cc2cccc(C(=O)O)c2)c1Cl
    -8	0	2	4	11	19	-1	0	-24
CCCCNC(=O)C(Sc1ccccc1)c1ccccc1 (stereo not given)
    -8	3	0	1	3	-4	7	-1	-1
COc1ccccc1N1CCN(C(=O)c2ccc(-c3ccc(Cl)cc3)o2)CC1
    5	-3	7	-3	30	-13	22	4	-2
CC(=O)c1cc(C#N)c(SCC(=O)Nc2nccs2)nc1C
    -6	-17	-4	0	2	-8	13	-5	-2
O=C(Nc1ccccc1)N(C1=NCCC1)c1ccccc1
    -1	-19	-7	2	-23	19	13	-7	1
Cc1sc2nc(CSc3ncn[nH]3)[nH]c(=O)c2c1C
    3	0	15	-3	-10	5	19	3	-1
N#CCc1ccc(NS(=O)(=O)c2ccc(C3CCCCC3)cc2)cc1
    nt	nt	1	-6	nt	3	nt	nt	0
O=c1[nH]c2cc(Cl)ccc2n(CCNc2ncc(C(F)(F)F)cc2Cl)c1=O
    0	-8	-2	-1	-16	-108	16	-6	4
COc1ccccc1/C=N/NC(=O)c1ccc(C)nc1
    -6	9	3	-6	-19	7	8	9	1
CCS(=O)(=O)Nc1cccc(C2=NN(S(=O)(=O)c3ccc(C)cc3)C(c3ccco3)C2)c1 (stereo not given)
    -5	-13	-11	-3	0	25	-21	-7	-4
COc1cccc(NC(=O)CSc2nnc(Cn3c(=O)sc4ccccc43)n2C)c1
    -3	2	18	-2	-1	14	5	7	0
COC(=O)[C@]1(C)CCC[C@@]2(C)C3CC[C@@]4(C)C[C@]3(CCC21)CC(=O)N4Cc1ccc(OC)cc1 (stereo not given in full)
    7	0	-10	4	30	9	18	-7	2
O=C(N/N=C/c1ccccc1C(=O)O)c1cc(-c2ccc3c4c(cccc24)CC3)n[nH]1
    14	-14	11	0	2	-26	-5	3	0
Cc1ccc(C)c(S(=O)(=O)NCCCc2ccccc2)c1
    -3	-8	6	1	24	8	16	4	1
O=C1CC(C(=O)Nc2ccccc2)S/C(=N\N=C\c2ccco2)N1 (stereo not given)
    -1	8	-8	9	-1	19	15	-1	2
CCC1(c2ccccc2)NC(=O)N(CC(=O)Nc2ccc(OC)nc2)C1=O (stereo not given)
    11	5	-9	4	-7	6	8	-6	-23
CCOc1ccc(NC(=O)CN2C(=O)COc3ccc(S(=O)(=O)N4CCCC4)cc32)cc1
    2	1	4	-6	-1	12	21	-4	2
O=C(COC(=O)CCc1nc2ccccc2c(=O)[nH]1)Nc1ccc2c(c1)OCO2
    -2	-13	10	6	-8	3	4	-4	-7
CCNC(=O)CC(=O)Nc1ccccc1C(=O)O
    -7	-12	-12	-7	2	9	14	-3	2

# Reformatted: entries from further up.
SMILES	SENP7 inh	SENP6 inh	PfGluPho inh	HKDC1 inhibitor	Apaf1 inhib	SENP8 block-1	NLRP3 yeast inh	SENP8 block-2	SENP1 FRET inh
CC(=O)c1cc(C#N)c(SCC(=O)Nc2nccs2)nc1C	-6	-17	-4	0	2	-8	13	-5	-2
CCCc1[nH]nc2c1C1(C(=O)N(CC)c3ccccc31)C(C#N)=C(N)O2 (stereo not given)	-10	-6	2	-5	5	11	2	-4	1

# (cont.)
# Below each SMILES: SENP7 inh	SENP6 inh	PfGluPho inh	HKDC1 inhibitor	Apaf1 inhib	SENP8 block-1	NLRP3 yeast inh	SENP8 block-2	SENP1 FRET inh
Cc1ccccc1CC(=O)Nc1ccc(S(=O)(=O)N2CCOCC2)cc1
    16	-10	11	-1	-5	10	12	-8	1
O=C(NN=C1CCCCCC1)c1cccs1
    -10	9	2	1	1	8	12	8	1
CCOc1ccc(NS(=O)(=O)c2ccc(OCC(=O)NCc3ccncc3)cc2)cc1
    -5	1	-1	7	4	1	4	10	1
COc1ccc(C)c2sc(=NC(=O)c3cccc(N4C(=O)CCC4=O)c3)n(C)c12
    78*	51*	16	5	-10	-394	-1	25	2
CCOC(=O)c1c(NC(C)=O)sc2c(O)c(Br)cc(Br)c12
    nt	nt	46	21	nt	32	nt	nt	1
CCOc1ccc(CCNC(=O)COC(=O)C2CCN(S(=O)(=O)c3ccccc3)CC2)cc1OCC
    nt	nt	-11	-1	nt	0	nt	nt	1
Cc1cc(C)c(NC(=S)N(CCN2CCCCC2)Cc2ccco2)c(C)c1
    3	6	20	-2	-13	16	12	10	-2
O=c1c2c(-c3cccs3)csc2ncn1/N=C/c1ccc(OC(F)F)cc1
    12	-4	10	-8	18	-6	23	9	1
CCOC(=O)c1c(NC(=O)C(C)Sc2nnc(C)c(=O)[nH]2)sc2c1CCCC2 (stereo not given)
    -5	-5	-10	4	6	-18	11	-1	0
CC(=NNC(=S)N1CCCCC1)c1cccc(C)n1
    nt	nt	34	-40	nt	-325	nt	nt	2
O=C(COC(=O)Cc1ccc(F)cc1)NC1CCCCC1
    7	-7	6	-1	-2	11	14	-5	2
CCC(C)c1ccc(S(=O)(=O)Nc2cccnc2)cc1 (stereo not given)
    -2	13	-11	2	0	5	15	9	2
COC(=O)Oc1cncc(C(=O)O)c1
    0	-20	-8	-4	0	16	25	1	1
CCN1CCN(CCCNC(=O)CS(=O)(=O)Cc2nc(-c3ccccc3C)oc2C)CC1
    2	28	5	-5	19	25	13	4	0
O=[N+]([O-])c1cc(S(=O)(=O)N2CCCC2)ccc1OCc1ccccc1
    2	4	-5	4	20	14	34	-7	0
Cc1ccc2[nH]c(=O)c(C(c3nnnn3C3CCCC3)N(Cc3cccnc3)Cc3ccco3)cc2c1 (stereo not given)
    -3	2	18	8	9	-116	30	-5	-1
COc1ccccc1NS(=O)(=O)c1cc(N)ccc1N1CCOCC1
    8	18	55	-7	10	5	12	-5	0
C[C@@H]1NC(=O)[C@@]2(C)[C@@H](c3ccccc3)[C@H]3COc4ccccc4[C@@H]3N2C1=O
    11	10	7	1	-2	20	1	-8	2
Cc1cccc(-c2c3c(=O)n(C)c(=O)n(C)c3cn2C2CCCCC2)c1
    -2	-3	-2	6	18	-316	10	0	2
Cc1nnc(SC(C)C(=O)Nc2ccc(Cl)cc2Cl)[nH]c1=O (stereo not given)
    7	-7	-13	0	-4	1	15	-9	2

# Later entries:
# Below each SMILES: SENP7 inh	SENP6 inh	PfGluPho inh	HKDC1 inhibitor	Apaf1 inhib	SENP8 block-1	NLRP3 yeast inh	SENP8 block-2	SENP1 FRET inh
CC(C)Cn1nc(C(=O)OCC(=O)NCC(F)(F)F)c2ccccc2c1=O
    3	-1	-8	-5	6	15	20	7	2
COc1ccc(C(=O)Nc2nnc(C3=COCCO3)o2)cc1OC
    7	3	-11	2	8	0	24	-5	-1
O=C(CCc1ccccc1)NNC(=O)COc1ccccc1Cl
    7	-11	8	-6	3	4	15	4	1
CCC(C)C(=O)Nc1nnc(CCc2ccccc2)s1 (stereo not given)
    -10	-34	2	1	10	8	22	-1	-1
NC(=O)c1nsc(C(=O)N(CC(=O)NC2CCCC2)Cc2ccc3c(c2)OCO3)c1N
    -2	-17	-16	-9	4	-268	15	-9	-1
Cc1ccc(C(=O)N2C3=C(CCCC3)C(=O)NC23CCCCC3)cc1
    0	-9	-5	-1	6	6	11	0	1
Cc1c(C(=O)NCCn2ccc3ccccc32)cccc1[N+](=O)[O-]
    -4	-18	-4	-2	17	10	18	-11	2
Cc1ccc(NCCC(=O)c2cccc([N+](=O)[O-])c2)c(C)c1
    -2	7	8	11	-1	15	14	-11	-1
COc1ccc(CN2CCN(Cc3nc4ccccc4s3)CC2CCO)c(C)c1C (stereo not given)
    -11	-18	8	-3	8	-3	8	-12	-6
Cc1nn(Cc2ccc(Cl)cc2Cl)c(C)c1NC(=O)CCl
    3	-6	-20	1	-4	1	2	5	2
COC(=O)CN1C(=S)N(c2ccc(F)cc2)C(=O)C1CC(=O)Nc1ccccc1 (stereo not given)
    -4	0	-8	2	-11	29	0	-2	1
CNS(=O)(=O)c1ccc(NC(=O)c2cc(-c3ccncc3)nc3ccc(Cl)cc23)cc1
    -9	-11	-17	6	20	1	7	-7	-3
COc1ccc(Oc2ccc(C(F)(F)F)cc2NC(=O)c2ccc(C)cc2)cc1
    9	-25	32	1	4	28	17	-5	2
O=C(CNCCc1ccc(Cl)cc1)Nc1ccc(C(=O)N2CCCCC2)cc1
    0	3	2	3	12	18	22	-3	2
N#Cc1ccccc1S(=O)(=O)N1CCN(C(=O)Cc2n[nH]c(=O)c3ccccc23)CC1
    -13	5	12	2	-2	9	5	-15	0
CCC(CC)c1nnc(NC(=O)CS(=O)(=O)Cc2ccccc2)s1
    2	0	1	5	7	-8	10	7	0
CC(=O)c1ccc(NC(=O)CCCN2C(=O)COc3ccc(C)cc32)cc1
    2	-8	3	-1	6	-2	20	0	0
COc1ccc(/C=C(\NC(=O)c2ccc(OCC(C)C)cc2)C(=O)OCc2ccco2)cc1
    -2	-2	1	15	16	8	6	-2	-3
Cc1cccc(NC(=O)CCC(=O)N2CCOCC2)n1
    8	8	4	3	-9	12	18	3	3
COCc1nnc(NS(=O)(=O)c2ccc(Br)cc2)s1
    11	5	-10	0	4	18	1	-4	-5

# A few values from the results shown.
# COC(=O)Oc1cncc(C(=O)O)c1 | PfGluPho inh: -8
# O=c1c2c(-c3cccs3)csc2ncn1/N=C/c1ccc(OC(F)F)cc1 | HKDC1 inhibitor: -8

# (more compounds)
# Below each SMILES: SENP7 inh	SENP6 inh	PfGluPho inh	HKDC1 inhibitor	Apaf1 inhib	SENP8 block-1	NLRP3 yeast inh	SENP8 block-2	SENP1 FRET inh
CC1(C)Cc2c(cnn2-c2ccc(F)cc2)C(NC(=O)c2ccoc2)C1 (stereo not given)
    3	3	10	-3	0	15	0	5	-2
COc1ccccc1-n1c(CCC(=O)O)ccc1-c1ccccc1
    8	-8	-22	-2	-5	-22	16	-8	-4
COc1cccc(-c2cccc(NC(=O)C3CCN(CC4CCOC4)CC3)c2)c1 (stereo not given)
    6	5	-10	-3	-6	13	8	1	0
O=C(NCC(=O)N(c1cccc(F)c1)C(C(=O)NC1CCCC1)c1cccnc1)c1cccs1 (stereo not given)
    -4	5	-7	-3	0	8	1	-9	4
O=C(Cn1nc(C(F)(F)F)c2c1CCCC2)NCc1ccco1
    -3	7	-1	8	-1	2	-1	-4	-2
C[C@@H](NC(=O)C1(c2ccccc2)CCN(C(=O)OC(C)(C)C)CC1)C(=O)N[C@@H](Cc1ccccc1)C(=O)O
    -6	-9	1	-6	10	14	0	-4	2
COc1ccccc1N(C)S(=O)(=O)c1ccc(C(=O)OCC(=O)NCc2ccco2)cc1
    -2	-20	-12	-4	-4	14	8	2	2
CCC(=O)NC(=S)Nc1cccc(NC(=O)CC)c1
    1	3	3	-9	-6	25	2	1	-2
N#Cc1ccc2[nH]c(CO)c(-c3ccccc3)c2c1
    0	-22	-18	5	15	-377	3	1	-12
CCOC(=O)C1CCN(c2cc(=O)n(-c3ccccc3Cl)c(=O)[nH]2)CC1
    0	3	-5	7	-14	13	1	-3	1
